C diff growth – blocks growth of Clostridium difficile | growth activity, negative = inhibition, % at 16 µg/mL (by protocol) | 0.25% of 86,000 active | Clostridium difficile clinical isolate growth, OD600, 24 h; hits give low values;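 active = mean growth activity at or below -80% and every replicate also at or below -80%; inconclusive = mean at or below -80% but some replicate above -80%; inactive = mean growth activity above -80%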;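 also: 0% = DMSO wells and -100% = levofloxacin 16 µg/mL wells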
Pf Dd2 inh – blocks growth of Plasmodium falciparum Dd2 parasites; 2.3% of 94,000 active; activity change, % at 10 µM; AID 1159554; P. falciparum Dd2 growth, SYBR Green, 72 h; hits give low values; in the data active = activity change below about -80%; inconclusive = no clear call, values can overlap the other calls
KDM4C inh – inhibitors of human demethylase GASC-1 KDM4C. GST-KDM4C 2-372, H3K9me3 peptide, LANCE TR-FRET. inhibition, % at 12.5 µM. 0.15% of 96,000 active;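 active = mean replicate inhibition above about 25%, with at least 55% of replicates also reaching it, limit read from the data, passing the limit was not always enough; inconclusive = only one of those two conditions met; inactive = neither condition met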
Target sequence (Q9H3R0 2-372 limits assumed): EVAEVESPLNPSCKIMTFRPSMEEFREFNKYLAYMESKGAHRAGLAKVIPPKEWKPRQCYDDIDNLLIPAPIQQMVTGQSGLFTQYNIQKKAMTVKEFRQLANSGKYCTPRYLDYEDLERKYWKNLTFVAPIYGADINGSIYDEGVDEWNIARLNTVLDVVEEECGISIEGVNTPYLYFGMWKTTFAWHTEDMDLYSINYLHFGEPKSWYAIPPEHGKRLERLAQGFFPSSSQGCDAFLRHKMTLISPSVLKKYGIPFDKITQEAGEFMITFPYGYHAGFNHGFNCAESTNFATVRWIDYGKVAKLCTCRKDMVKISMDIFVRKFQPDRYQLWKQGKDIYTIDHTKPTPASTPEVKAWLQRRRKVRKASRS
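Compound: one test concentration per compound; Material: GST-GASC-1 enzyme fragment 2-372; Amount: GASC-1 enzyme at 10 nM final in reaction; Also added: H3K9me3 peptide substrate, Fe(II), 2-oxoglutarate; Technique: LANCE TR-FRET; Times: 30 min demethylation and 1 h detection at room temperature.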
T cruzi growth – inhibitors of T. cruzi proliferation; T. cruzi beta-gal in NIH3T3, GalScreen luminescence, 90 h; inhibition, % at 8.34 µM; 5.9% of 77,000 active;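 active = mean inhibition above about 93%, with at least 55% of replicates each passing it, limit read from the data, passing the limit was not always enough; inconclusive = only one of those two conditions holds; inactive = neither condition holds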
Active calls of the source: *; i = inactive; u = inconclusive; x = no result given. Rows are unselected; overall some 6.7% were active at least once.

SMILES | C diff growth | Pf Dd2 inh | KDM4C inh | T cruzi growth
C[C@@H]1CN([C@@H](C)CO)C(=O)Cc2cc(NC(=O)Cc3cn(C)c4ccccc34)ccc2O[C@H]1CN(C)C(=O)Nc1ccc2c(c1)OCO2 | 1 | -3 | -0.8 | 7
O=C(C[C@H]1CC[C@@H]2[C@H](COC[C@H](O)CN2Cc2cccc(C(F)(F)F)c2)O1)NCCc1ccccc1 | x | 1 | 0.3 | 1
Cc1ccc(S(=O)(=O)Nc2ccc3c(c2)C(=O)N([C@@H](C)CO)C[C@@H](C)[C@@H](CN(C)C)OCCCC[C@@H](C)O3)cc1 | -1 | -47 | -0.3 | 27
C[C@H](CO)N1C[C@H](C)[C@H](CN(C)S(C)(=O)=O)Oc2c(NC(=O)C3CCOCC3)cccc2C1=O | -6 | -17 | -0.2 | 11
C[C@H]1CN([C@@H](C)CO)C(=O)c2cc(-c3ccncc3)cnc2O[C@@H]1CN(C)CC1CCCCC1 | -4 | -20 | -0.9 | x
C[C@H]1CN([C@@H](C)CO)S(=O)(=O)c2ccc(-c3ccncc3)cc2O[C@H]1CN(C)C(=O)C1CC1 | 1 | 1 | 1.7 | 38
C[C@@H]1CN([C@H](C)CO)S(=O)(=O)c2ccc(C#CC3CC3)cc2O[C@@H]1CN(C)C(=O)C1CC1 | 3 | -5 | 1.9 | 39
COc1ccccc1-c1cn(CC[C@@H]2CC[C@@H](NC(=O)NC(C)C)[C@@H](CO)O2)nn1 | 0 | 6 | 0.7 | 22
COc1ccc(NC(=O)Nc2ccc3c(c2)C(=O)N([C@H](C)CO)C[C@H](C)[C@@H](CN(C)Cc2ccc(Cl)c(Cl)c2)OCCCC[C@@H](C)O3)cc1 | 0 | -1 | x | 122*
CC(C)NC(=O)N(C)C[C@@H]1Oc2c(cccc2N(C)C)C(=O)N([C@@H](C)CO)C[C@@H]1C | 2 | 7 | -0.9 | 20
CCC(=O)Nc1ccc2c(c1)OC[C@@H](C)N(CCC(F)(F)F)C[C@H](C)[C@@H](OC)CN(C)C2=O | -1 | x | -1.2 | -26
O=C(N[C@H]1CC[C@H](CCn2cc(C3CC3)nn2)O[C@H]1CO)c1cccnc1 | x | -27 | 0.3 | 5
C[C@@H]1CCCCO[C@@H](CN(C)C(=O)Cc2ccccc2)[C@H](C)CN([C@H](C)CO)C(=O)c2cc(NC(=O)Nc3ccc(F)cc3)ccc2O1 | 0 | -32 | -1.9 | 64
OC[C@@H]1[C@H](c2ccc(Br)cc2)[C@@H]2CN(Cc3ccccn3)CCCCN12 | -5 | 23 | -0.1 | 89
COc1ccc(-c2ccc3c(c2)[C@@H]2[C@@H](CCN2C(=O)Nc2ccc(F)cc2)[C@H](CO)N3C)cc1 | -2 | -55 | 14 | x
CN(C)c1ccc2c(c1)[C@@H]1C[C@@H](CC(=O)NCc3ccc(Oc4ccccc4)cc3)O[C@@H](CO)[C@@H]1O2 | 6 | u | 5.4 | 127*
CCCNC(=O)N1[C@H](C#N)[C@@H](c2ccc(-c3cccc(OC)c3)cc2)[C@@H]1CO | 3 | -52 | -4.3 | 77
COc1cccc(CNC(=O)C[C@@H]2C=C[C@H](NC(=O)C3CC3)[C@@H](CO)O2)c1 | 1 | 10 | 2.6 | x
COc1cccc(CN2C[C@@H](C)[C@H](OC)CN(C)C(=O)c3ccc(NS(=O)(=O)c4cn(C)cn4)cc3OC[C@H]2C)c1 | -2 | -3 | -0.2 | 10
COc1ccc(NC(=O)N(C)C[C@H]2Oc3ccc(NC(=O)Nc4cccc5ccccc45)cc3C(=O)N([C@H](C)CO)C[C@H]2C)cc1 | -4 | 25 | -3.2 | -17

In the list so far, these contain fluorine:
SMILES | C diff growth | Pf Dd2 inh | KDM4C inh | T cruzi growth
O=C(C[C@H]1CC[C@@H]2[C@H](COC[C@H](O)CN2Cc2cccc(C(F)(F)F)c2)O1)NCCc1ccccc1 | x | 1 | 0.3 | 1
CCC(=O)Nc1ccc2c(c1)OC[C@@H](C)N(CCC(F)(F)F)C[C@H](C)[C@@H](OC)CN(C)C2=O | -1 | x | -1.2 | -26
C[C@@H]1CCCCO[C@@H](CN(C)C(=O)Cc2ccccc2)[C@H](C)CN([C@H](C)CO)C(=O)c2cc(NC(=O)Nc3ccc(F)cc3)ccc2O1 | 0 | -32 | -1.9 | 64
COc1ccc(-c2ccc3c(c2)[C@@H]2[C@@H](CCN2C(=O)Nc2ccc(F)cc2)[C@H](CO)N3C)cc1 | -2 | -55 | 14 | x

(list continues)
SMILES | C diff growth | Pf Dd2 inh | KDM4C inh | T cruzi growth
CC(C)c1cn(CC[C@H]2CC[C@@H](NS(=O)(=O)c3ccc(F)cc3)[C@H](CO)O2)nn1 | -1 | -13 | 2.2 | 50
CN(C)Cc1cn(CC[C@@H]2CC[C@H](N)[C@H](CO)O2)nn1 | x | 23 | 2.1 | -12
C[C@H](CO)N1C[C@H](C)[C@H](CN(C)C)Oc2cc(-c3ccccc3F)ccc2S1(=O)=O | 4 | -6 | 7.3 | u
CN1CCN(C(=O)C[C@H]2C[C@@H]3c4cc(NC(=O)C5CCOCC5)ccc4O[C@@H]3[C@@H](CO)O2)CC1 | 1 | 7 | 3.5 | -28
COc1ccc(S(=O)(=O)N(C)C[C@H]2Oc3c(NC(=O)NC(C)C)cccc3C(=O)N([C@H](C)CO)C[C@@H]2C)cc1 | 0 | -3 | -0.3 | -56
C[C@@H]1CN([C@@H](C)CO)C(=O)c2cc(NS(C)(=O)=O)ccc2O[C@@H]1CN(C)C(=O)Nc1ccc2c(c1)OCO2 | x | 22 | 0.9 | -141
O=C(C[C@H]1CC[C@@H]2[C@H](COC[C@@H](O)CN2Cc2ccc(F)cc2)O1)NCCc1ccccc1 | x | -5 | 0.3 | -4
CCS(=O)(=O)Nc1ccc2c(c1)C(=O)N(C)C[C@H](OC)[C@H](C)CN(Cc1ccccn1)[C@H](C)CO2 | x | 32 | 0.5 | 99*
C[C@@H]1CN([C@@H](C)CO)C(=O)CCCn2nncc2CO[C@H]1CN(C)C(=O)Nc1ccccc1 | 4 | 4 | 2.1 | -25
C[C@@H]1CN([C@@H](C)CO)C(=O)c2cc(C3=CCCCC3)cnc2O[C@@H]1CN(C)Cc1ccc(C(=O)O)cc1 | -3 | 16 | -3.0 | x
O=C(C[C@@H]1C[C@@H]2c3cc(NC(=O)c4ccc5c(c4)OCO5)ccc3O[C@@H]2[C@H](CO)O1)NCc1cc(F)ccc1F | x | 16 | 0.2 | 35
C[C@@H]1CN([C@H](C)CO)C(=O)Cc2cc(NC(=O)NC3CCCCC3)ccc2O[C@H]1CN(C)S(=O)(=O)c1ccc(F)cc1 | -1 | 10 | -0.1 | -4
CCC(=O)N1C[C@@H](C)[C@H](OC)CN(C)C(=O)c2cc(NC(=O)c3cc(C)on3)ccc2OC[C@H]1C | x | x | 1.0 | 3
O=S(=O)(N[C@@H]1CC[C@H](CCn2cc(C3(O)CCCC3)nn2)O[C@H]1CO)c1ccc(F)cc1 | -1 | 5 | -1.4 | -28
CO[C@H]1CN(C)C(=O)c2ccc(NC(=O)C3CC3)cc2OC[C@H](C)N(C(=O)c2ccccc2F)C[C@@H]1C | x | 15 | -1.0 | 14
CN(C)C(=O)c1cccc(-c2ccccc2[C@@H]2[C@H](C#N)N(C(=O)C3CCCCC3)[C@H]2CO)c1 | -11 | -3 | -1.2 | x
CCC(=O)Nc1ccc2c(c1)C(=O)N(C)[C@H]1CC[C@H](CC(=O)N[C@@H](C)c3ccccc3)O[C@@H]1CO2 | 0 | -7 | -0.7 | 21
Cc1ccc(S(=O)(=O)Nc2ccc3c(c2)CC(=O)N([C@H](C)CO)C[C@@H](C)[C@@H](CN(C)C(=O)Nc2ccc4c(c2)OCO4)O3)cc1 | -13 | 24 | -1.4 | 0
COCC#Cc1ccc([C@H]2[C@H](CO)N3CCCCN(C(=O)NC4CCCC4)C[C@@H]23)cc1 | -7 | -58 | -0.4 | 92
O=C(C[C@H]1CC[C@@H]2[C@H](COC[C@@H](O)CN2C(=O)Nc2ccc(Cl)cc2)O1)NCC1CC1 | x | 0 | 0.1 | 13
O=C(c1cccnc1)N1C[C@H]2[C@@H](c3ccccc31)[C@@H](CO)N2C(=O)Nc1ccccc1F | 3 | 8 | -0.3 | -2
CN(C)c1ccc2c(c1)[C@H]1C[C@H](CC(=O)NC3CCCC3)O[C@H](CO)[C@H]1O2 | x | -5 | 24 | 34
CC(C)NC(=O)N1CC2(C1)[C@H](c1ccccc1)[C@H](CO)N2CCC(F)(F)F | 6 | -6 | -0.6 | x
C[C@@H]1CN([C@H](C)CO)C(=O)c2cc(NS(=O)(=O)c3cn(C)cn3)ccc2O[C@H]1CN(C)Cc1ccc(-c2ccccc2)cc1 | -9 | 4 | 1.0 | 7
C[C@@H]1CN([C@H](C)CO)S(=O)(=O)c2ccc(C3=CCCCC3)cc2O[C@H]1CN(C)C(=O)c1ccncc1 | -2 | -57 | 0.6 | 53
O=C(NCC(F)(F)F)[C@H]1[C@H](CO)[C@H]2Cn3c(ccc(-c4ccncc4)c3=O)[C@H]2N1Cc1ccncc1 | -1 | x | 4.6 | 18
COc1ccc(NC(=O)N2CCCCN3[C@@H](CO)[C@@H](c4ccc(-c5ccccc5F)cc4)[C@@H]3C2)cc1 | 57 | -37 | -1.1 | 90
C[C@H]1CN([C@@H](C)CO)C(=O)c2c(c3ccccc3n2C)-c2ccccc2CO[C@H]1CN(C)Cc1ccc(C(=O)O)cc1 | x | 17 | -0.8 | -16
COc1ccccc1-c1cnc2c(c1)C(=O)N([C@H](C)CO)C[C@H](C)[C@H](CN(C)C(=O)c1cccnc1)O2 | -4 | 20 | -1.1 | x
COc1ccccc1NC(=O)N1CCCCN2[C@H](CO)[C@H](c3ccc(-c4ccccc4)cc3)[C@@H]2C1 | -4 | 7 | x | 111*
O=C(Nc1ccc(F)cc1)N[C@H]1CC[C@H](CCn2cc(-c3ccccc3F)nn2)O[C@@H]1CO | 3 | x | 0.6 | x
COc1ccc(S(=O)(=O)N(C)C[C@H]2Oc3ccc(NC(=O)CCCN(C)C)cc3C(=O)N([C@H](C)CO)C[C@H]2C)cc1 | 1 | -7 | 1.1 | x
C[C@H](CO)N1C[C@H](C)[C@@H](CN(C)S(=O)(=O)c2ccc(F)cc2)Oc2c(NC(=O)Nc3ccc(C(F)(F)F)cc3)cccc2C1=O | 5 | 11 | -1.2 | x
CO[C@H]1CN(C)C(=O)c2cccc(C#N)c2OC[C@H]2O[C@H](CC[C@H]2OC)CCN(C)C(=O)[C@H]1C | x | 20 | 0.4 | -45
C[C@H](CO)N1C[C@H](C)[C@H](CN(C)C(=O)Nc2ccc(C(F)(F)F)cc2)Oc2c(NC(=O)C3CC3)cccc2C1=O | 13 | 1 | -2.1 | 57
Cc1ccccc1S(=O)(=O)N[C@@H]1CC[C@@H](CCn2cc(Cc3ccccc3)nn2)O[C@H]1CO | -4 | -32 | x | -13
CO[C@H]1CN(C)C(=O)c2ccc(NC(=O)c3cc(C)on3)cc2OC[C@H](C)N(CC2CC2)C[C@H]1C | x | 1 | -0.8 | -37
Cc1ccc(S(=O)(=O)N[C@H]2CC[C@@H](CCNC(=O)Cc3ccccn3)O[C@H]2CO)cc1 | 5 | -7 | 1.3 | 79
C[C@H]1CN([C@@H](C)CO)C(=O)Cc2cc(NC(=O)Cc3ccccc3)ccc2O[C@@H]1CN(C)Cc1ccc(-c2ccccc2)cc1 | 39 | -26 | 1.1 | 107*
COc1ccc(CN(C)C[C@H]2Oc3ccc(NS(=O)(=O)c4ccc(OC)cc4)cc3C(=O)N([C@@H](C)CO)C[C@H]2C)cc1 | 3 | -10 | -0.7 | -34
C[C@H]1CN([C@@H](C)CO)C(=O)CCCn2cc(nn2)CO[C@H]1CN(C)C(=O)Nc1ccccc1F | 0 | 4 | 0.3 | 2
COCC#Cc1ccc2c(c1)O[C@@H](CN(C)C(=O)COC)[C@H](C)CN([C@@H](C)CO)S2(=O)=O | 2 | 17 | 0.5 | 42
CNC[C@H]1OCc2cnnn2CCCC(=O)N([C@H](C)CO)C[C@H]1C | -2 | 15 | 0.4 | -20
C/C=C/c1ccc([C@H]2[C@@H](CO)N(C(=O)CC)[C@H]2CNC(=O)c2ccncc2)cc1 | 2 | -10 | 0.3 | 64
O=C(C[C@@H]1C[C@H]2c3cc(NC(=O)c4cccnc4)ccc3O[C@H]2[C@@H](CO)O1)NCc1ccncc1 | 0 | 16 | 1.2 | i
CCN1[C@H](C(=O)N(C)C)[C@@H](CO)[C@@H]2Cn3c(ccc(-c4ccc(OC)cc4)c3=O)[C@@H]21 | -1 | -2 | 17 | -69

Profiles, looked up by structure.
O=C(Nc1ccc(F)cc1)N[C@H]1CC[C@H](CCn2cc(-c3ccccc3F)nn2)O[C@@H]1CO is listed as C diff growth: 3; Pf Dd2 inh: x; KDM4C inh: 0.6; T cruzi growth: x
COCC#Cc1ccc([C@H]2[C@H](CO)N3CCCCN(C(=O)NC4CCCC4)C[C@@H]23)cc1 is listed as C diff growth: -7; Pf Dd2 inh: -58; KDM4C inh: -0.4; T cruzi growth: 92
